Source: PubChem (National Center for Advancing Translational Sciences (NCATS))
AmpC inh detg – AmpC beta-lactamase inhibition with detergent present | 0.041% of 370,000 active | Potency, µM (titrated, usually from 114 µM), for the others: at the highest dose activity change, negative = inhibition, most hits filed as inhibitors | AmpC hydrolysis of nitrocefin, absorbance 480 nm, 0.01% Triton | P00811;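 also: potency is read from the fitted curve at half-maximal effect; 0% = no-compound wells and -100% = no-enzyme wells; nearly all actives have a fitted effect of over 25% in size; some results filed as inactive show a strong effect at the top dose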
Target sequence (P00811 whole entry, looked up): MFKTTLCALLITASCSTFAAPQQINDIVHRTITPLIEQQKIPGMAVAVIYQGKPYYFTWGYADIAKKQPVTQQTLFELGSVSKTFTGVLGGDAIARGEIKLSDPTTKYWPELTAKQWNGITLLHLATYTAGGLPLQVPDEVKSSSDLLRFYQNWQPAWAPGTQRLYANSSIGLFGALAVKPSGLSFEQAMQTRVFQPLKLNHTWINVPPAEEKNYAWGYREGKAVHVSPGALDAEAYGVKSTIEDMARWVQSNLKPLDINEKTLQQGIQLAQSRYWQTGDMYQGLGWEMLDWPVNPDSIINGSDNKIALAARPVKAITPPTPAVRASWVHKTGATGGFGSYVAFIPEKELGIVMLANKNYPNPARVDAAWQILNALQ
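AmpC (5.3 nM in the dispensed reagent) in 20 mM phosphate pH 7.0 with 0.01% (detergent screen) or 0.0001% Triton X-100 was preincubated with compounds for 15 min at room temperature. Nitrocefin was then added from an 800 uM solution, and hydrolysis was followed at 480 nm.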
AMA1 RON2 block – AMA1-RON2 (P. falciparum) interaction inhibition; 0.2% of 360,000 active; AlphaScreen AMA1-biotinylated RON2 peptide binding; Potency, µM (doses to about 58.2 µM), for the others: top-dose activity change, negative = inhibition, actives largely listed as inhibitors;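 also: potency is read from the fitted curve at half-maximal effect; 0% = vehicle wells and -100% = peptide control; nearly all actives have a fitted effect of over 45% in size; some results filed as inactive show a strong effect at the top dose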
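AMA1 (3D7) with his tag at 25 nM final met compounds first, then biotinylated RON2 peptide at 25 nM; detection used donor plus acceptor beads, 10 µg/mL apiece, read by AlphaScreen after 30 min at room temperature.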
AmpC inh no detg – AmpC beta-lactamase inhibition without detergent. P00811. Potency, µM (titrated, usually from 57.1 µM), inactives show at the top dose activity change, negative = inhibition, hits mostly inhibitors. 0.52% of 330,000 active. AID 485341. AmpC nitrocefin hydrolysis, absorbance 480 nm, 0.0001% Triton;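 also: potency is read from the fitted curve at half-maximal effect; plate controls were no compound for no effect and no enzyme for full effect; nearly all actives have a fitted effect of over 20% in size; some results filed as inactive show a strong effect at the top dose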
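AmpC (5.3 nM in the dispensed reagent) in 20 mM phosphate pH 7.0 with 0.01% (detergent screen) or 0.0001% Triton X-100 was preincubated with compounds for 15 min at room temperature. Nitrocefin was then added from an 800 uM solution, and hydrolysis was followed at 480 nm.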
Tb PYK inh – T. brucei pyruvate kinase inhibition | TbPYK enzyme, Kinase-Glo Plus ATP luminescence, 45 min | Potency, µM (titrated, usually from 76.8 µM), without a hit: top-dose activity, negative = inhibition, usual class: inhibitors | 0.12% of 410,000 active | AID 624173; also: potency is read from the fitted curve at half-maximal effect; nearly all actives have a fitted effect of over 50% in size
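T. brucei PYK with substrate was exposed to pin-transferred compounds across a concentration series, then started with 130 uM ADP (final). After 45 min at room temperature, Kinase-Glo Plus luminescence was read, normalized and curve-fitted.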
LmPK inhibitor – inhibitors of Leishmania mexicana pyruvate kinase. AID 1721. 0.37% of 290,000 active. Potency, µM (top dose mostly 57.5 µM), for inactives: at the top dose activity change, negative = inhibition, actives largely listed as inhibitors. purified LmPK, Kinase-Glo ATP luminescence, 1 h; also: potency is read from the fitted curve at half-maximal effect
Target sequence (Q27686 whole entry, looked up): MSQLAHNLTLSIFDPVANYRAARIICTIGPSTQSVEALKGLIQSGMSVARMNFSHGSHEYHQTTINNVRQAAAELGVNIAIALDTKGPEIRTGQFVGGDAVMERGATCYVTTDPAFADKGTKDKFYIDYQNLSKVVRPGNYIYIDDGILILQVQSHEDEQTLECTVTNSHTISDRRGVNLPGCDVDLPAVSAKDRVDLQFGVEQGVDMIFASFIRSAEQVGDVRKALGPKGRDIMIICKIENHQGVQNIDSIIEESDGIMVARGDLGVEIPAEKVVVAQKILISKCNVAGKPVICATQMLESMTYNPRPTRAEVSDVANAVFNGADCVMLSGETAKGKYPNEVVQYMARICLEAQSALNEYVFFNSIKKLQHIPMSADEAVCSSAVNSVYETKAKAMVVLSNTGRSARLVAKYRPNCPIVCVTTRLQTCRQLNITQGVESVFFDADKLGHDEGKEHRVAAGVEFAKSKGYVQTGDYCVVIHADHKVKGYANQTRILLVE
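0.1 nM LmPK, 0.5 mM PEP, 0.1 mM ADP; 50 mM imidazole pH 7.2, 7 mM MgCl2, 50 mM KCl; 1 h RT. Kinase-Glo luminescence readout, normalized to no-enzyme (full inhibition) and uninhibited wells.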
HCMV inh – blocks human cytomegalovirus replication; HFF cells, HCMV-luciferase reporter, 72 h; hits give low values; activity change, negative = inhibition, % at 57.5 µM; 4.5% of 410,000 active; AID 1259415; in the data active = activity change below about -60%; inconclusive = no clear call, values can overlap the other calls; inactive = above about -39%
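Screen run at 2 compound doses on HFFs infected with reporter HCMV, MOI 1 PFU/cell. Luciferase activity from cell lysates at 72 h post infection gave inhibition relative to buffer-only and Salinomycin wells.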
HCV inh – inhibitors of hepatitis C virus infection. Huh7.5.1 HCVcc-Cre infection, luciferase reporter, 44 h. Potency, µM (titrated, usually from 41.8 µM), without a hit: at the top dose activity change, negative = inhibition, most hits filed as inhibitors. 3.4% of 340,000 active; also: potency is read from the fitted curve at half-maximal effect
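After 44 h co-culture of compound, cells and HCVcc-Cre (~0.5 moi), substrate is added for 15 min at room temperature and luciferase measured over 15 sec. Cells were seeded at 1,000/well and pre-cultured 4 h.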
* = called active by the depositor; & = joins results of further samples; [ ] = remark or other dose. Unless noted, calls follow the shape of the dose curve; as a rule, active = well fitted curve in the direction sought with a large enough effect; inconclusive = small, poorly fitted or top-dose-only effect, or another doubt; inactive = no such curve, though single readings can be large; an effect the other way counts as inactive or inconclusive. Unless noted, % is scaled to controls: 0 for no effect and ±100 for the full control effect. This is a random part of the collection; 7.5% or so of the library scored in one or more.

Screening Cc1cc(C)n(-c2ccc(C(=O)OCC(=O)Nc3ccc(Cl)cc3[N+](=O)[O-])cc2)n1 returned AmpC inh detg -7%, AMA1 RON2 block -7%, AmpC inh no detg -14%, Tb PYK inh 5%, LmPK inhibitor 0%, HCMV inh 3 and HCV inh 0%.
CCOc1ccc(OCC(=O)OCC(=O)N(CC(C)C)c2c(N)n(Cc3ccccc3)c(=O)[nH]c2=O)cc1 was read as AmpC inh detg inconclusive, AMA1 RON2 block -12%, AmpC inh no detg -12%, Tb PYK inh -4%, HCMV inh -4 and HCV inh 18%.
`Cc1cccc(C)c1NC(=O)c1cnccn1` gave AmpC inh detg -8%, AMA1 RON2 block 18%, AmpC inh no detg -6%, Tb PYK inh 1%, LmPK inhibitor -1%, HCMV inh -4 and HCV inh 18%.
CCOC(=O)c1cc(S(=O)(=O)NCc2ccc(F)cc2)[nH]n1 was read as AmpC inh detg 9%, Tb PYK inh -12% and HCMV inh 3.
`CCCN(CCC)CCCNC(=O)c1nn(-c2cccc(OC)c2)c(=O)c2ccccc12` gave AmpC inh detg 1%, AMA1 RON2 block -4%, AmpC inh no detg 2%, Tb PYK inh 5%, LmPK inhibitor 0%, HCMV inh -32 and HCV inh 9%.
For COCCN1C(=O)C(=O)/C(=C(/O)c2cccc(S(=O)(=O)N(C)C)c2)C12C(=O)N(C)c1ccccc12 (stereo not drawn) the results were AmpC inh detg -8%, AMA1 RON2 block -15%, AmpC inh no detg -20%, Tb PYK inh -8%, LmPK inhibitor 1%, HCMV inh 1 and HCV inh 4%&13%.
For Cc1cc(C(=O)N2C(C)CCCC2C)no1 (stereo not drawn) the results were AmpC inh detg -15%, AMA1 RON2 block 0%, AmpC inh no detg -10%, Tb PYK inh -4%, LmPK inhibitor 0%, HCMV inh -37 and HCV inh 11%.
CC(C)CCNC(=O)c1ccccc1SCC(=O)NC1CCCCCCC1 was read as AmpC inh detg -2%, AMA1 RON2 block -3%[11.6 µM], AmpC inh no detg -18%, Tb PYK inh -4%, HCMV inh -22 and HCV inh 33%[activator].
Screening CC(NCc1ccc2c(c1)OCO2)C(=O)NC1CCCCC1 (stereo not drawn) returned AmpC inh detg 1%, AMA1 RON2 block 5%, AmpC inh no detg -17%, Tb PYK inh 2%, LmPK inhibitor 4%, HCMV inh 3 and HCV inh 5%.
`N#Cc1cccc(CN2CCC(=O)N(CCO)CC2)c1` gave AmpC inh detg -2%, AMA1 RON2 block 14%, AmpC inh no detg -3%, Tb PYK inh -3%, LmPK inhibitor -5%, HCMV inh 12 and HCV inh 14%.
For COc1ccc(-c2cc3c(=O)n(CC(=O)NCCCN4CCN(Cc5ccccc5)CC4)ncn3n2)cc1 the results were AmpC inh detg inconclusive, AMA1 RON2 block 0%, AmpC inh no detg 44%, Tb PYK inh 3%, LmPK inhibitor 3%, HCMV inh -27 and HCV inh inconclusive.
C=CCN(C(=O)CCC(=O)Nc1cc(C)on1)C(C(=O)NC1CCCC1)c1ccc(Cl)cc1 (stereo not drawn) was read as AmpC inh detg 3%, AMA1 RON2 block -9%, AmpC inh no detg 33%, Tb PYK inh 4%, LmPK inhibitor -3%, HCMV inh -15 and HCV inh -4%.
Screening Cc1ccc(C(=O)N/C(=C\c2ccccc2)C(=O)NCCCn2ccnc2)cc1 returned AmpC inh detg 3%, AMA1 RON2 block -18%, AmpC inh no detg -23%, Tb PYK inh -5%, LmPK inhibitor 1%, HCMV inh inconclusive and HCV inh 10%.
Cc1ccc2nc(Cl)c(/C=N/NC(=O)[C@H]3C[C@@H]3c3ccccc3)cc2c1 was read as AmpC inh detg -7%, AMA1 RON2 block 16%, AmpC inh no detg -30%, Tb PYK inh -7%, LmPK inhibitor 0%, HCMV inh 18 and HCV inh inconclusive.
Screening Fc1ccc(NC(=S)N2CCCN(c3ccc(C(F)(F)F)cn3)CC2)c(F)c1 returned AmpC inh detg 2%, AMA1 RON2 block -6%, AmpC inh no detg 18%, Tb PYK inh 0%, LmPK inhibitor -2%, HCMV inh -80* and HCV inh 0.5µM*.
COc1cc([N+](=O)[O-])cc(/C=N\NC(=O)C2COc3ccccc3O2)c1O (stereo not drawn) was read as AmpC inh detg 10%, AMA1 RON2 block -3%, AmpC inh no detg -45%, Tb PYK inh 1%, LmPK inhibitor -4%, HCMV inh -35 and HCV inh 17%.
C/C(=N\NC(=O)c1cccnc1)c1c(O)cc(C)oc1=O was read as AmpC inh detg inconclusive, AMA1 RON2 block 35%[activator], AmpC inh no detg -17%, Tb PYK inh 4%, LmPK inhibitor -8%, HCMV inh -12 and HCV inh 23%.
Screening CC1(C)CC(N2CCC(=O)N(C3CC(C)(C)NC(C)(C)C3)C2)CC(C)(C)N1 returned AmpC inh detg inconclusive, AMA1 RON2 block 4%, AmpC inh no detg -6%, Tb PYK inh -4%, LmPK inhibitor 4%, HCMV inh -7 and HCV inh 9%.
COc1ccc(N/N=C(\C#N)C(=N)N2CCOCC2)cc1 was read as AmpC inh detg inconclusive, AMA1 RON2 block 2%, AmpC inh no detg -16%, Tb PYK inh 8%, LmPK inhibitor 0%, HCMV inh 86 and HCV inh inconclusive.
For CCOC(=O)c1cc(OC(=O)c2cccc([N+](=O)[O-])c2)n(-c2ccccc2)n1 the results were AmpC inh detg -2%, AMA1 RON2 block -14%, AmpC inh no detg -26%, Tb PYK inh -1%, LmPK inhibitor -1%, HCMV inh -3 and HCV inh 15%.
Nc1c(Cl)ncnc1NCc1ccccc1 was read as AmpC inh detg -10%, AMA1 RON2 block -8%, AmpC inh no detg -14%, Tb PYK inh 1%, LmPK inhibitor 10%, HCMV inh inconclusive and HCV inh inconclusive.
Screening COc1ccc(CNC(=O)c2ccc(Sc3ccc(Cl)cc3)c(NC(C)=O)c2)c(OC)c1 returned AmpC inh detg 3%, Tb PYK inh -8% and HCMV inh -22.
Screening O=C(COc1ccccc1F)NNC(=O)Cn1c(=O)cnc2ccccc21 returned AmpC inh detg -7%, AMA1 RON2 block 80%[activator], AmpC inh no detg -4%, Tb PYK inh -8%, HCMV inh 0 and HCV inh inconclusive.
For NC1=NC[C@H](Cc2ccccc2)N1CCCCC1CCCCC1 the results were AmpC inh detg 0%, AMA1 RON2 block 10%, AmpC inh no detg -12%, Tb PYK inh -1%, LmPK inhibitor 3%, HCMV inh -31 and HCV inh -3%[8.37 µM].
`COc1ccc(-n2nc(C(=O)NCC(=O)NC(C)C)c3ccccc3c2=O)cc1Cl` gave AmpC inh detg 1%, AMA1 RON2 block 17%, AmpC inh no detg 6%, Tb PYK inh 2%, LmPK inhibitor -1%, HCMV inh -20 and HCV inh -11%.
`Cc1sc2ncnc(SCC(=O)N3CCC(c4noc5ccc(F)cc45)CC3)c2c1C` gave AmpC inh detg 3%, AMA1 RON2 block 7%, AmpC inh no detg -9%, Tb PYK inh -2%, LmPK inhibitor 7%, HCMV inh -1 and HCV inh -7%.
`Cc1nn(Cc2ccc(Cl)cc2)c(C)c1NC(=O)c1cc(C(C)C)on1` gave AmpC inh detg -13%, AMA1 RON2 block 0%, AmpC inh no detg 76%[activator], Tb PYK inh 9%, LmPK inhibitor -7%, HCMV inh inconclusive and HCV inh 11µM*.
Screening COc1ccc(C2Nc3ccccc3C(=O)N2c2ccc(F)cc2)cc1Cn1nnc2ccccc21 (stereo not drawn) returned AmpC inh detg -5%, AMA1 RON2 block 0%, AmpC inh no detg -48%, Tb PYK inh 3%, LmPK inhibitor -2%, HCMV inh 15 and HCV inh 0%.
`CCc1ccc(NC(=O)C2CCCN2S(=O)(=O)c2cccc3nsnc23)cc1` (stereo not drawn) gave AmpC inh detg 9%, Tb PYK inh 1% and HCMV inh 14.
O=C(CC1Nc2ccccc2NC1=O)c1ccccc1 (stereo not drawn) was read as AmpC inh detg -19%, AmpC inh no detg -41% and LmPK inhibitor 1%.
`CC(C)CCNc1ncnc2c1nnn2Cc1ccccc1Cl` gave AmpC inh detg -16%, AMA1 RON2 block 13%, AmpC inh no detg -25%, Tb PYK inh -7%, LmPK inhibitor 0%, HCMV inh 39 and HCV inh -16%.
COc1ccc(S(=O)(=O)N2CCCOC2CNC(=O)C(=O)NCCc2ccco2)cc1C (stereo not drawn) was read as AmpC inh detg 5%, AMA1 RON2 block 0%, AmpC inh no detg 29%, Tb PYK inh -9%, LmPK inhibitor -1%, HCMV inh -5 and HCV inh -26%.
`COc1ccc(-n2c(C)nnc2SCc2nc(-c3ccc(OC)c(OC)c3)no2)cc1` gave AmpC inh detg 9%, Tb PYK inh -2% and HCMV inh -14.
For Oc1ccc(/C=N/Nc2nn3cnnc3c3ccccc23)cc1 the results were AmpC inh detg -5%, AMA1 RON2 block 73%[activator], AmpC inh no detg -40%, Tb PYK inh 0%, LmPK inhibitor 14µM*, HCMV inh -31 and HCV inh 15%.
For O=C(Nc1nccs1)c1ncc(Cl)c(Cl)c1Cl the results were AmpC inh detg -3%, AMA1 RON2 block 49%[activator], AmpC inh no detg 90%[activator], Tb PYK inh 0%, LmPK inhibitor -5%, HCMV inh 4 and HCV inh -10%.
For CSc1ccc(CN2CCN(C(=O)COc3ccc(C)cc3)CC2)cc1 the results were AmpC inh detg 6%&-9%, AMA1 RON2 block inconclusive, AmpC inh no detg 128%[activator], Tb PYK inh -7%&30%, LmPK inhibitor -8%, HCMV inh -17&-21 and HCV inh inconclusive.
OCC[C@H]1C[C@H](O)[C@@H](O)[C@]2(CCc3ccccc3CO2)O1 was read as AmpC inh detg -6%, AMA1 RON2 block 10%, AmpC inh no detg -13%, Tb PYK inh 3%, HCMV inh 6 and HCV inh 0.56µM*.

Reprinted from above for reference:
For CSc1ccc(CN2CCN(C(=O)COc3ccc(C)cc3)CC2)cc1 the results were AmpC inh detg 6%&-9%, AMA1 RON2 block inconclusive, AmpC inh no detg 128%[activator], Tb PYK inh -7%&30%, LmPK inhibitor -8%, HCMV inh -17&-21 and HCV inh inconclusive.
OCC[C@H]1C[C@H](O)[C@@H](O)[C@]2(CCc3ccccc3CO2)O1 was read as AmpC inh detg -6%, AMA1 RON2 block 10%, AmpC inh no detg -13%, Tb PYK inh 3%, HCMV inh 6 and HCV inh 0.56µM*.

Of the compounds above, 2 contain an NH in an aromatic ring.
CCOc1ccc(OCC(=O)OCC(=O)N(CC(C)C)c2c(N)n(Cc3ccccc3)c(=O)[nH]c2=O)cc1 was read as AmpC inh detg inconclusive, AMA1 RON2 block -12%, AmpC inh no detg -12%, Tb PYK inh -4%, HCMV inh -4 and HCV inh 18%.
CCOC(=O)c1cc(S(=O)(=O)NCc2ccc(F)cc2)[nH]n1 was read as AmpC inh detg 9%, Tb PYK inh -12% and HCMV inh 3.
